MBNL1 CUG block: inhibitors of human MBNL1 binding to CUG repeat RNA | Q9NR56 | TR-FRET MBNL1-His/biotin-(CUG)12 binding, 665/545 ratio | Potency, µM (top dose mostly 57.5 µM), without a hit: top-dose activity change, negative = inhibition, hits mostly inhibitors | 280,000 compounds, 0.036% hits | AID 2675; active = well fitted inhibition curve with a large enough effect in the signal ratio, with a control signal flat, not every such curve was filed as active; inconclusive = small, poorly fitted or top-dose-only effect, or effect the other way, or a change in a side signal; inactive = no such curve, though single readings can be large or run the other way; the % refers to the signal ratio; note: potency is the fitted concentration of half-maximal effect; % is set by controls: 0 for no effect and ±100 for the full control effect
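Inhibition of protein-RNA binding appears as loss of TR-FRET between terbium anti-His antibody on MBNL1-His and streptavidin-XL665 on biotin-(CUG)12. Activity is normalized to buffer-only and uninhibited-complex controls.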
KCNH2 3.1 block: inhibitors of human KCNH2 3.1 potassium channel isoform. 340,000 compounds, 0.95% hits. activity change, % (tested at about 1.8 µM). U2OS KCNH2 3.1, thallium flux FluxOr; stronger effect = lower value;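 active = maximum activity change below -70%; inconclusive = maximum activity change from -70% to -50%; inactive = maximum activity change above -50%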;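 note: thallium influx rate constant from kinetic fluorescence after stimulation buffer; % is set by controls: 0 for no effect and ±100 for the full control effect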
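Thallium flux via FluxOr fluorescence (Red40 quencher, 45 min loading) in U2OS cells virally expressing the KCNH2 3.1 isoform (1.77 x 10^8 /mL virus, overnight at 37 C). Rate constants from 2-min kinetic reads post-stimulation, normalised to positive and negative controls.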
TRPV1 ag: activates the human vanilloid receptor TRPV1; TRPV1-expressing cells, Fluo-8 calcium influx, agonist mode; activation, % at 8.33 µM; 320,000 compounds, 0.19% hits; AID 540275; in the data active = activation above about 80%; inconclusive = between about 30% and that limit; note: 0% is about no effect
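TRPV1-expressing cells were cultured overnight at 35.5C and loaded with Fluo-8 calcium dye for 40 to 90 min at room temperature. After a 10 s baseline, compound was added and calcium influx was read kinetically for 3 min (ex 480/em 520 nm).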
Coupling enz: coupling enzyme interference in Giardia aldolase counter-screen; 290,000 compounds, 0.67% hits; activity change, negative = inhibition, % at 58.2 µM, hits read low; coupling enzyme system counterscreen, AmpLite Red fluorescence; AID 2472; in the data active = activity change below about -30%; note: % is set by controls: 0 for no effect and ±100 for the full control effect
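Compounds tested against the coupling enzymes alone at 57.5 uM final; readout was AmpLite Red fluorescence (525/598 nm) after 20 min at RT.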
CXXC DNA block: MLL CXXC-DNA interaction inhibition. AID 2662. MLL-CXXC / FITC-HOXA9 DNA fluorescence polarization. Potency, µM (doses to about 115 µM), for inactives: at the highest dose activity change, negative = inhibition, hits mostly inhibitors. 290,000 compounds, 0.037% hits; active = well fitted inhibition curve with a large enough effect in the polarisation, with a control signal flat, not every such curve was filed as active; inconclusive = small, poorly fitted or top-dose-only effect, or effect the other way, or a change in a side signal; inactive = no such curve, though single readings can be large or run the other way; the % refers to the polarisation; note: potency is the fitted concentration of half-maximal effect
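Fluorescence polarization: 7 uM MLL-CXXC (stock) preincubated 5 min with compounds, then 50 nM fluorescein-HOX-A9 DNA (stock) added; 30 min ambient. Buffer 50 mM Tris-HCl pH 7.5, 50 mM NaCl, 1 mM DTT, 0.05% BSA.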
a7 integrin act: integrin-mediated muscular dystrophy alleviation activation. alpha7betagal myoblasts, beta-gal FDG fluorescence, 48 h. Potency, µM (top dose mostly 38.3 µM), for the others: at the highest dose activation, actives largely listed as activators. 350,000 compounds, 0.064% hits. AID 624291;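 note: potency is the fitted concentration of half-maximal effect; 100% = response of the positive control SU9516; nearly all actives have a fitted effect of over 60% in size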
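alpha7betagal+/- myoblasts (passage 13, 250/well) treated 48 h at 37C with compounds at 1:260 dilution of DMSO stock. Lysed, then beta-galactosidase activity read as FDG fluorescence (ex 480/em 540) after 30 min, with pre-read for autofluorescence.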
ASM inhibitor: inhibitors of human secretory acid sphingomyelinase | AID 504937 | 340,000 compounds, 0.006% hits | placental ASM, HMU-PC fluorogenic substrate, 60 min | P17405 | Potency, µM (series often up to 57.5 µM), inactives show at the top dose activity change, negative = inhibition, actives largely listed as inhibitors; note: potency is the fitted concentration of half-maximal effect
Target sequence (P17405 47-631 limits assumed): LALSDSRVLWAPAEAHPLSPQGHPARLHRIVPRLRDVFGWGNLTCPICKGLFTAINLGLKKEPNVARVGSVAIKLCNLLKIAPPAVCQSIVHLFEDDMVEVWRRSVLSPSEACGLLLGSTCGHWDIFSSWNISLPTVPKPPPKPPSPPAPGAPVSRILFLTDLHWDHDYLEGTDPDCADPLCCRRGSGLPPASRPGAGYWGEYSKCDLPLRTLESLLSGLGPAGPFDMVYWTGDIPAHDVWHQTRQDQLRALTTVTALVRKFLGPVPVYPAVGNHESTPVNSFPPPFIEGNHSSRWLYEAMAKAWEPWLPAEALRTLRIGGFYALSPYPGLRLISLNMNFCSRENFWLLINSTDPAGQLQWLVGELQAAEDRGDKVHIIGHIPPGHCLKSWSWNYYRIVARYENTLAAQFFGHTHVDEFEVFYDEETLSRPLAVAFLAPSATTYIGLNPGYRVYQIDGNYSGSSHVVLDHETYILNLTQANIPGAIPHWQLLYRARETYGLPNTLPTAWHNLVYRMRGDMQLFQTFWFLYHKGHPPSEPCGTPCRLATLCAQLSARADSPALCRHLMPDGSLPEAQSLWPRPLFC
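Human placenta-derived ASM preincubated with compound 10 min at room temperature, then reacted with 9 uM (final) fluorogenic HMU-PC substrate for 60 min at 37 C. Stop solution raises pH to 10; fluorescence read at Ex 386/Em 447 nm.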
GALK inhibitor: inhibitors of human galactokinase; P51570; Purified GALK, Kinase-Glo residual ATP luminescence; Potency, µM (doses to about 57.5 µM), for the others: at the highest dose activity change, negative = inhibition, most hits filed as inhibitors; 270,000 compounds, 0.007% hits; note: potency is the fitted concentration of half-maximal effect; % is set by controls: 0 for no effect and ±100 for the full control effect
Target sequence (P51570 whole entry, looked up): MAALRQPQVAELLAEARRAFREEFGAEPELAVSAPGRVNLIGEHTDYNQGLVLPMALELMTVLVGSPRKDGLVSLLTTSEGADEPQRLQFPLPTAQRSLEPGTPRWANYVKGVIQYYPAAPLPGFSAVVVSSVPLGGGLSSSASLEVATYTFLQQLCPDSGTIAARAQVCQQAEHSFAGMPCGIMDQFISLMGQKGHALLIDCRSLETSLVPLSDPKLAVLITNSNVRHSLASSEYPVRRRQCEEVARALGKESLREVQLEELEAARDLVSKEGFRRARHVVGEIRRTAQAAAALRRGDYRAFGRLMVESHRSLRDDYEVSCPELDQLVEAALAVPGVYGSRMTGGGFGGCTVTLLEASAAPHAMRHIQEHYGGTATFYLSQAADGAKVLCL
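Luminescence from leftover ATP (Ultra-Glo luciferase/luciferin) served as read-out after a 1 h room-temperature reaction of 5 nM GALK with 35 uM ATP and 100 uM galactose.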
hERG WT inh: inhibitors of human wildtype KCNH2 potassium channel | U2OS, BacMam KCNH2, thallium flux FluxOr; stronger effect = lower value | activity change, % at 1.84 µM | Q12809 | AID 720551 | 340,000 compounds, 0.37% hits;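 active = maximum activity change below -70%; inconclusive = maximum activity change between -70% and -50%; inactive = maximum activity change above -50%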; note: % is set by controls: 0 for no effect and ±100 for the full control effect
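U2OS cells were transduced with wild-type KCNH2 virus (2.03 x 10^8 / mL) for 4 h at room temperature, then cultured overnight at 37 C. Thallium flux was read with FluxOr dye. Rate constants were normalized to DMSO controls.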
A-T KAP1 phos: potential ataxia-telangiectasia treatment; […] A-T fibroblasts, KAP-1 phosphorylation AlphaLISA; neocarzinostatin DNA damage 30 min before lysis; Potency, µM (series often up to 57.5 µM), for the others: at the top dose activation, usual class: activators; 320,000 compounds, 0.19% hits; note: potency is the fitted concentration of half-maximal effect; % of control where 0% means no effect; nearly all actives have a fitted effect of over 45% in size
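hTERT-immortalized A-T patient fibroblasts ([…]), 500 cells/well in OPTI-MEM, 1% FBS, got compounds for 60 min, then NCS for 30 min at 37C. Lysates were then assayed for phospho-KAP-1 by AlphaLISA (anti-pKAP1 donor, anti-KAP1 acceptor beads), 6 hr at 25C.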
* hit, by the source's call; ? = inconclusive; · = not tested or not shown; [ ] = another dose, or the depositor's remark. Unless noted, calls come from the whole dose curve; as a rule, active = well fitted curve in the direction sought with a large enough effect; inconclusive = small, poorly fitted or top-dose-only effect, or another doubt; inactive = no such curve, though single readings can be large; an effect the other way counts as inactive or inconclusive.

SMILES	MBNL1 CUG block	KCNH2 3.1 block	TRPV1 ag	Coupling enz	CXXC DNA block	a7 integrin act	ASM inhibitor	GALK inhibitor	hERG WT inh	A-T KAP1 phos
COc1ccc2cc(-c3ccccc3)ncc2c1	1%	-1	7	0	-5%	1%	0%	2%	18	-7%
O=C1COc2ccc(C(=O)CSc3nnnn3-c3ccccc3)cc2N1	0%	8	19	2	15%	-18%	-1%	0%	2	-2%
CCc1ccc(NC(=S)N2CCC(NC(=O)C3CCCCC3)CC2)cc1	-3%	7	-2	2	0%	26%	-3%	0%	-9	0%
CCOC(=O)/C(C#N)=C/c1cn(CCC(=O)O)nc1-c1ccc(Cl)cc1	?	-4	-2	14	6%	-14%	4%	-2%	4	3%
Cc1ccc(-c2cc(C(=O)N/N=C/c3ccc([N+](=O)[O-])o3)c3ccccc3n2)o1	?	4	-1	·	6%	-41%	-22%	7%	-1	-2%
COc1ccc(-c2noc(CN3CCN(C(=O)c4cccs4)CC3)n2)c(OC)c1OC	-3%	7	1	·	5%	?	-1%	-4%	-3	2%
Cc1cccc(-n2c(O)c(C=Nc3ccccc3-c3n[nH]c(=S)[nH]c3=O)c3ccccc3c2=O)n1	·	1	-1	8	4%	25%	0%	-5%	16	-9%
CCOC(=O)c1c(C)[nH]c(C(=O)COC(=O)[C@H](C)N2C(=O)C3CCCCC3C2=O)c1C (stereo partly drawn)	·	-10	·	·	·	-12%	-7%	·	4	·
COc1ccc(OC)c(NC(=S)NCc2ccc(S(N)(=O)=O)cc2)c1	4%	1	-1	1	0%	?	-2%	8%	-8	6%[11.5 µM]
O=C(COC(=O)Cc1c(F)cccc1Cl)NCc1ccc2c(c1)OCO2	·	13	·	·	·	12%	-2%	·	-3	-3%

Reprinted at random: 3 compounds from above
SMILES	MBNL1 CUG block	KCNH2 3.1 block	TRPV1 ag	Coupling enz	CXXC DNA block	a7 integrin act	ASM inhibitor	GALK inhibitor	hERG WT inh	A-T KAP1 phos
COc1ccc2cc(-c3ccccc3)ncc2c1	1%	-1	7	0	-5%	1%	0%	2%	18	-7%
CCOC(=O)/C(C#N)=C/c1cn(CCC(=O)O)nc1-c1ccc(Cl)cc1	?	-4	-2	14	6%	-14%	4%	-2%	4	3%
CCOC(=O)c1c(C)[nH]c(C(=O)COC(=O)[C@H](C)N2C(=O)C3CCCCC3C2=O)c1C (stereo partly drawn)	·	-10	·	·	·	-12%	-7%	·	4	·

(continued)
SMILES	MBNL1 CUG block	KCNH2 3.1 block	TRPV1 ag	Coupling enz	CXXC DNA block	a7 integrin act	ASM inhibitor	GALK inhibitor	hERG WT inh	A-T KAP1 phos
Cn1cnnc1SCC(=O)Nc1ccc2nc(SCc3cccc4ccccc34)sc2c1	1%	-5	0	0	-11%	-15%	-15%	-1%	-6	·
Cc1cc(=O)oc2cc(OCC(=O)N3CCN(c4ccc(F)cc4)CC3)ccc12	2%	2	13	·	27%	-16%	-6%	5%	30	-1%
CCOC(=O)c1ccc(N2C(=O)c3n[nH]c(C)c3C2c2ccc(O)cc2)cc1 (stereo not drawn)	-2%	7	0	6	4%	-39%	2%	-1%	10	6%
CC1CCC(N(C(=O)c2csnn2)C(C(=O)NC(C)(C)C)c2cccnc2)CC1 (stereo not drawn)	2%	-5	10	1	4%	-15%	1%	-1%	-11	0%
CCCn1c(SCC(=O)NC2CCCC2)nnc1C(C)C	-7%	30	-1	0	-2%	-6%	-2%	16%	24	-3%
Cc1ccc(CC(=O)Nc2nccs2)cc1C	-11%	1	0	0	-6%	14%	-2%	16%	1	14%
CC1(C)CC(=O)c2cn3ncnc3nc2C1	3%	5	-2	0	1%	5%	-1%	3%	30	-3%
CCN1CCN(C(=S)c2ccc([N+](=O)[O-])cc2)CC1	?	5	-7	-7	?	24%	2%	0%	11	-3%
COC(=O)c1ccc2c(c1)sc(=NC(=O)CCS(=O)(=O)c1ccccc1)n2C	·	1	-6	·	·	-14%	·	·	5	5%
COc1cc(-c2c(C#N)c(N)nc3c2CCCC3)ccc1O	2%	-1	-1	11	-4%	16%	1%	2%	2	-7%
O=C(CCn1cnnn1)Nc1cccc(F)c1	0%	8	0	0	3%	3%	-4%	12%	-3	0%
Cc1ccccc1SCC(=O)OCC(=O)Nc1sccc1C(N)=O	-28%	-74*	-6	-5	9%	3%	-5%	-2%	13	-2%
CCN(CC)C(=O)c1ccc2c(c1)N(Cc1ccccc1)C(=O)CS2=O (stereo not drawn)	-7%	6	-4	-1	-4%	1%	5%	-3%	0	4%
COc1ccccc1CNC(=O)C(NS(=O)(=O)c1cccc2nsnc12)C(C)C (stereo not drawn)	?	6	0	6	1%	15%	-1%	0%	-7	8%
CCOc1ccc2c(=O)c(-c3ccc4c(c3)OCCCO4)c(C)oc2c1	-8%	-5	0	-8	-6%	6%	7%	1%	-1	2%
CC(c1nccs1)N(C)C(=O)CCc1nnc(-c2ccc(-c3ccccc3)cc2)o1 (stereo not drawn)	-3%	-161*	3	3	-1%	34%	-2%	0%	-138*	-1%
Nc1nonc1/C(=N/O)N1CCN(CCO)CC1	-7%	-5	-2	-2	-10%	2%	7%	0%	-3	-4%
COC(=O)C(Cc1cnc(Cl)s1)(C(=O)OC)c1ccc([N+](=O)[O-])cc1[N+](=O)[O-]	?	-22	0	-2	-6%	-20%	-2%	-2%	-6	-1%
COc1ccccc1/C=C/c1nc(S(=O)(=O)c2ccccc2)c(NCCN(C)C)o1	?	13	-6	1	4%	4%	·	2%	4	11%
C[C@@]12C(=O)N(Cc3ccccc3)CC(=O)N1[C@H](/C=C/c1ccccc1)[C@@H]1C(=O)N(c3ccccc3)C(=O)[C@@H]12	-1%	-3	3	1	-4%	8%	-2%	·	-10	4%
O=C(O)c1ccccc1SCC(=O)N1CCCCC1	-2%	0	-1	2	13%	15%	2%	4%	6	4%
CCOC(=O)c1ccc(NC(=O)CSc2nnc(CCc3ccc(C)o3)n2-c2ccccc2)cc1	0%	-20	-6	1	-10%	1%	-2%	2%	2	0%
CCOC(=O)c1ccc(NS(=O)C23CC4CC(CC(C4)C2)C3)cc1 (stereo not drawn)	0%	-10	9	-1	0%	-19%	2%	3%	6	11%
O=C(/C=C/c1cccc(Cl)c1)Nn1c(-c2cccs2)nc2ccccc2c1=O	·	-14	25	13	-25%	11%	-17%	-1%	-1	-6%
CN(CCC(=O)Nc1ccc2c(c1)OCO2)Cc1ccccc1	-9%	-1	-1	2	-6%	13%	4%	3%	5	-1%
CCOc1ccc(N2C(=O)CC(NC3CCN(C(=O)c4cccs4)CC3)C2=O)cc1 (stereo not drawn)	2%	15	0	2	2%	?	-3%	-1%	0	-9%
Cc1ccc(N(CC(=O)Nc2ccc3c(c2)OCCO3)S(=O)(=O)c2c(C)n[nH]c2C)cc1	-1%	-8	-8	0	0%	19%	1%	0%	-1	2%
O=C(O)c1ccc(Oc2cccc([N+](=O)[O-])c2)cc1C(=O)O	?	9	-1	10	4%	36%	6%	-4%	-2	-3%
COc1ccccc1C1CC(=O)NC(C)=C1C(=O)OCC1CCCO1 (stereo not drawn)	5%	18	5	-1	-5%	-24%	-1%	-5%	-5	3%
CCN(C(=O)CCS(=O)(=O)c1cccc2nonc12)c1ccc(C)c(C)c1	?	4	12	0	-2%	-26%	-13%	1%	1	2%
CC1=NNC(=O)C(CC(=O)Nc2ccc(Cl)c(Cl)c2)C1 (stereo not drawn)	·	-14	4	1	15%	-6%	0%	0%	1	4%
CCOC(=O)C1(Cc2cccc(Cl)c2)CCCN(C(=O)c2ccc(COC)s2)C1 (stereo not drawn)	-8%	6	?	·	-5%	-26%	2%	6%	10	18%
COc1ccc2nc(Nc3nc(CSc4nnnn4-c4ccccc4)cc(=O)[nH]3)nc(C)c2c1	-7%	9	0	1	-5%	2%	0%	2%	-2	0%
CC1CCCCC1NC(=O)CSc1nnc(CC(=O)Nc2ccccc2F)n1C (stereo not drawn)	0%	0	1	-8	1%	1%	1%	-1%	1	3%
CC(Oc1ccccc1)C(=O)Nc1ccc(S(=O)(=O)NCC2CCCO2)cc1 (stereo not drawn)	-4%	-3	4	2	-5%	-17%	1%	0%	-9	2%
COc1ccc(C2c3ccc(O)cc3Oc3ncn(Cc4ccccc4)c(=N)c32)cc1OC (stereo not drawn)	-13%	18	6	-2	12%	0%	0%	-4%	4	-1%
Oc1ccccc1CNc1ccc2c(c1)OCCO2	0%	0	0	-2	-1%	28%	-2%	-1%	6	-2%
CC1=CC2=NC(=O)/C(=C\c3cc(C)n(-c4cccc(Cl)c4)c3C)C(=N)N2O1	13%	-1	11	-3	-2%	15%	28%	0%	-6	-4%
CCCNC(=O)CC1Sc2ccccc2NC1=O (stereo not drawn)	0%	6	1	6	7%	-28%[7.66 µM]	0%	-1%	5	2%
